Source: PubChem (Fisher Drug Discovery Resource Center)
hcGAS lum: inhibitors of human cGAS | AID 1259398 | recombinant h-cGAS, ATP depletion, Kinase-Glo luminescence | inhibition, % at 12.5 µM | Q8N884 | 290,000 tested, 0.081% active;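 also: 0% = vehicle reaction and 100% = reaction without DNA for no activity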
Target sequence (Q8N884 whole entry, looked up): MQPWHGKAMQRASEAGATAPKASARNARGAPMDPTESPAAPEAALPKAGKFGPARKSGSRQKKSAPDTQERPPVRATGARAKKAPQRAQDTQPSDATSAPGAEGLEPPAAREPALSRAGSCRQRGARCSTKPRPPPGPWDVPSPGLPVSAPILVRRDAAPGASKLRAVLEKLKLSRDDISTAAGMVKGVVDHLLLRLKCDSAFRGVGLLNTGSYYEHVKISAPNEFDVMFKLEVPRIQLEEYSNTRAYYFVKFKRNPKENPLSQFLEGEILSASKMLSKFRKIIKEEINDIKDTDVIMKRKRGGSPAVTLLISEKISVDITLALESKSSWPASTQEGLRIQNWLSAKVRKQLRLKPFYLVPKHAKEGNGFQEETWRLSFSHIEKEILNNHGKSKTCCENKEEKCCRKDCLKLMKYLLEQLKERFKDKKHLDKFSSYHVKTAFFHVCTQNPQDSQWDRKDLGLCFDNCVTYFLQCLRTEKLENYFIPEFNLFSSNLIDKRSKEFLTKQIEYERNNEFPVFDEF
mcGAS lum: mouse cGAS inhibition by luminescence; Q8C6L5; recombinant cGAS, Kinase-Glo ATP depletion luminescence; inhibition, % at 12.5 µM; 160,000 tested, 0.15% active; AID 1259399;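 also: 0% = negative control wells and 100% = reference inhibitor with no enzyme activity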
NPYLR7 agonist: activates Aedes aegypti NPYLR7 receptor. HEK293T NPYLR7/Galpha15, GCaMP6s calcium fluorescence. activation, % at 10 µM. 270,000 tested, 0.15% active. AID 1259423; in the data active = activation above about 40%;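 also: 0% = vehicle and 100% = reference agonist at the receptor; some compounds past the cut are filed as inactive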
Numbers without * were called inactive; . = not tested or not shown; & = joins results of further samples. Rule as the data show it, unless noted: active = inhibition above about 40%; inactive = the rest.

Sequence of screens – hcGAS lum | mcGAS lum | NPYLR7 agonist
1. NC(=NC(=O)c1ccccc1)N1N=CCC1c1ccccc1 (stereo not drawn)
 : 1 | . | 3
2. CC(C)O[C@H]1CN(c2nc(-c3ccncc3)nc3c2CNC3)C[C@@H]1O
 : 3 | . | 1
3. CC(NC(=O)C1CCN(CCCc2ccccc2)CC1)c1cccc2ccccc12 (stereo not drawn)
 : -5 | -5 | 5
4. CNC(=O)CCC(NC(=O)OC(C)(C)C)c1ccccc1 (stereo not drawn)
 : -4 | . | 1
5. CCc1cn[nH]c1C1CCN(C(=O)C2(c3ccc(OC)cc3)CC2)CC1
 : -6 | . | 0
6. Cc1cn2c3c(=O)[nH]c(=O)n(C)c3nc2n1-c1ccc(F)cc1
 : -1 | 1 | 1
7. CCCCN(CC(=O)N1c2ccccc2-n2cccc2C1c1ccc(F)cc1)C(=O)c1ccc(C)c([N+](=O)[O-])c1 (stereo not drawn)
 : -9 | -7 | .
8. CN(CC(=O)NCC1CCCN(C)C1)Cc1ccccc1F (stereo not drawn)
 : -2 | . | 32
9. O=C(NCc1c(-c2ccc(F)cc2)nc2n1CCS2)c1cccnc1
 : 3 | -2 | -4
10. COC(C)c1cccc(-c2ncnc3ccsc23)c1 (stereo not drawn)
 : -1 | . | 1
11. Cc1nc(CCC(=O)N2CCOC(c3ccc(Cl)c(Cl)c3)C2)n[nH]1 (stereo not drawn)
 : -4 | . | 4
12. Cc1ccc(-n2c(=O)[nH]c3c(C(N)=O)nc(-c4ccccc4O)nc32)cc1C
 : -6 | -6 | -7
13. CC(CC(=O)Nc1cc(-c2onc3c2CCCC3)ccc1Cl)CC(C)(C)C (stereo not drawn)
 : -6 | -7 | 2
14. COc1ncc(C(=O)NC2CC(=O)N(CCc3ccc(F)cc3)C2)cn1 (stereo not drawn)
 : 4 | . | 0
15. CCOc1ccc(Nc2sc(C(=O)c3ccccc3)c(N)c2S(=O)(=O)CC)cc1
 : 2 | -5 | -8
16. CCC(Nc1nc(C2CCCC2)nc2c1cnn2C)c1ccncc1 (stereo not drawn)
 : 0 | -2 | 0
17. CN1CCN(Cc2nc3c(c(=O)n(C)c(=O)n3C)n2Cc2ccccc2F)CC1
 : -4 | -7 | 3
18. CS(=O)(=O)c1ccccc1-n1nnnc1S(C)(=O)=O
 : -7 | . | -2
19. CN(Cc1c(F)cccc1Cl)C(=O)CSc1nnc(-c2ccccc2F)n1C1CC1
 : -5 | . | 5
20. CN(Cc1ccc(-n2cncn2)cc1)Cc1nc2ccccc2n1C
 : -1 | . | 6
21. CC(NCc1cnc2ccnn2c1)c1ccc2c(c1)CCCC2 (stereo not drawn)
 : -9 | . | 5
22. COc1ccc(C(=O)NNC(=O)CNC(=O)c2ccc(C)s2)cc1OC
 : -6 | -5 | 1
23. CN(CC(=O)NCCc1cccs1)CC(=O)Nc1ccc(F)cc1
 : -13 | . | 3
24. CC[C@H]1CN(C(=O)c2cc(C)sc2NC(=O)C(C)(C)C)CC[C@@]1(C)O
 : -5 | -10 | -1
25. O=C1Cc2cc(=O)[nH]c(O)c2C(=O)N1
 : 10 | 5 | 6
26. CCc1nc2n(n1)C(=O)C(C(c1cccc(C)c1)N1CCC(C)CC1)S2 (stereo not drawn)
 : -7 | -8 | -1
27. c1nc(NCCN2CCOCC2)c2c3c(sc2n1)CCCC3
 : -12 | -2 | -1
28. CN(C)S(=O)(=O)Nc1ccc2c(c1)NC(=O)CC2c1cc2ccccc2o1 (stereo not drawn)
 : -4 | . | -6
29. COc1ccc(N(CCC(N)=O)Cc2cn3cc(Cl)ccc3n2)cc1
 : -4 | . | 5
30. Cc1ccc(CNC(=O)c2c(C)oc3nc[nH]c(=O)c23)cc1
 : -4 | -7 | -2
31. N#Cc1c(F)cccc1NCCc1cc(F)cc2c1OCOC2
 : -6 | -16 | 17
32. Cc1ccc(NC(=O)c2sc(=O)n(Cc3ccc(C(C)C)cc3)c2C)cc1
 : 4 | . | 2
33. COc1cc(NC(=O)N(CC(=O)N(CCc2c[nH]c3ccccc23)Cc2ccc(C(F)(F)F)cc2)C2CC2)cc(OC)c1
 : -2 | -4 | 18
34. NS(=O)(=O)c1cccc(NC(=O)/C=C/c2cc(Cl)ccc2Cl)c1
 : -1 | . | 1
35. Cc1noc(C)c1C(=O)NCc1ccc(CN2CCC(C)CC2)cc1
 : -9 | . | 2
36. Cc1cc(C)nc(SCc2cc(=O)c(OC(=O)COc3ccc(Cl)cc3)co2)n1
 : -6 | -6 | -12
37. Cc1nc2ccccc2n1C(=O)c1ccccc1C(=O)O
 : -3 | -4 | 16
38. CCn1c(SCC(=O)Nc2cc(C)cc(C)c2)nnc1-c1cccn(C)c1=O
 : -2 | . | -2
39. C=c1c(C#N)c2[nH]c(N)c(C#N)c(C)c-2/c1=C\c1ccc(I)o1
 : 2 | 9 | 3
40. Cc1cc(C(F)(F)F)nn1Cc1n[nH]c(=S)n1CC(C)C
 : 13 | . | 8

Limited to hcGAS lum, for 3 of the compounds above:
item | Compound | hcGAS lum
17 | CN1CCN(Cc2nc3c(c(=O)n(C)c(=O)n3C)n2Cc2ccccc2F)CC1 | -4
6 | Cc1cn2c3c(=O)[nH]c(=O)n(C)c3nc2n1-c1ccc(F)cc1 | -1
2 | CC(C)O[C@H]1CN(c2nc(-c3ccncc3)nc3c2CNC3)C[C@@H]1O | 3

Next part:
Sequence of screens – hcGAS lum | mcGAS lum | NPYLR7 agonist
41. CC(=O)Nc1cc(NC(C)=O)cc(-c2nc(C)nn2-c2ccc(F)cc2)c1
 : -7 | . | -3
42. Cc1cc(NC(=O)C(OC(=O)c2ccsc2)c2ccccc2)no1 (stereo not drawn)
 : 0 | -2 | .
43. O=C(NCCN1CCOCC1)c1csc(COc2cccc3ccccc23)n1
 : -3 | -6 | -5
44. CC1=NNc2nc3c(c(=O)n(Cc4ccccc4C)c(=O)n3C)n2C1
 : -1 | . | 4
45. COc1ccc(CCN(C)S(=O)(=O)c2ccc(OC)c(N3CCN(C(=O)CCCl)CC3)c2)cc1OC
 : -7 | -7 | 4
46. OC(CN(Cc1cccc(Cl)c1)CC1CC(c2ccccc2F)=NO1)c1ccccc1 (stereo not drawn)
 : -2 | -3 | 2
47. COc1cc(C#N)ccc1OCC(=O)c1ccccc1
 : -6 | -7 | -1
48. CCc1c(C)nn(CCNc2nc(C3CCCC3)nc3c2CNC3)c1C
 : -8 | -7 | -1
49. CNS(=O)(=O)c1ccccc1N1CCN(c2ccc(C)cn2)CC1
 : -4&-10 | . | 4&3
50. CC1CCCCC1NC1c2ccccc2-c2ccccc21 (stereo not drawn)
 : -2 | -3 | 1
51. CCCCC(C(=O)O)N1CCCS1(=O)=O (stereo not drawn)
 : -17 | . | -2
52. CN(C(=O)Cc1cccc2ccccc12)C1CCS(=O)(=O)C1 (stereo not drawn)
 : -3 | -16 | -3
53. O=C(Cc1cnn(-c2ccccc2)c1)OCc1cc(=O)n2cc(Cl)ccc2n1
 : -10 | . | 4
54. Cc1ccc(S(=O)(=O)Nc2cccc([N+](=O)[O-])c2)cc1C
 : -3 | -7 | 6
55. C=CCSc1nc2c(c(=O)[nH]c(=O)n2C)n1CCC(C)C
 : -1 | -7 | 6
56. CCN(C(=O)CCN1CCC(N2CCCC2=O)CC1)c1ccccc1
 : -5 | . | 6
57. C=C(C)Cn1c(=O)c2c(nc3n2CC(C)CN3c2ccc(CC)cc2)n(C)c1=O (stereo not drawn)
 : 1 | . | 2
58. O=C(C1COc2ccccc2O1)N(Cc1cccnc1)c1nc2c(F)cccc2s1 (stereo not drawn)
 : -3 | -7 | -7
59. Cc1ccc([N+](=O)[O-])c(OCCn2cnc3ccccc32)c1
 : -5 | . | 5
60. O=C(NC1(C(F)(F)F)NC(=O)N(C2CCCC2)C1=O)c1ccccc1 (stereo not drawn)
 : -4 | . | 31
61. Cc1cc(C)c2sc(N(Cc3ccccn3)C(=O)C3CCCN3S(C)(=O)=O)nc2c1 (stereo not drawn)
 : -2 | . | -1
62. Cc1noc(C)c1S(=O)(=O)N1CCCN(C(C)c2nc(N)nc(N(C)C)n2)CC1 (stereo not drawn)
 : -11 | . | 6
63. CCOc1ccc(OCCON=c2c(C)nc3ccccc3nc2C)cc1
 : -6 | . | -1
64. CCc1ocnc1C(=O)N1CCC2(CCCN(CCc3ccccc3)C2)C1 (stereo not drawn)
 : -8 | -8 | -2
65. Cc1nc(CC(=O)NC2CC(=O)N(Cc3ccc(F)cc3)C2)cs1 (stereo not drawn)
 : -10 | -9 | 0
66. O=C(NC1CCCc2ccccc21)c1cc2n(n1)CCN(Cc1ccccc1)C2=O (stereo not drawn)
 : -2 | 1 | 1
67. COc1ccccc1-c1cc(C(=O)Nc2ccc(F)cc2)nc2c(-c3ccccc3)c(C)nn12
 : -4 | -6 | 21
68. CC1=NNc2nc3c(c(=O)n(Cc4cccc5ccccc45)c(=O)n3C)n2C1
 : 11 | . | -18
69. Cc1nn(C)c(Cl)c1CNCCN1CCN(c2ncccn2)CC1
 : -4 | . | 5
70. Cc1ccc(-c2ccc(CCC(=O)NCCOc3ccccc3)n2-c2ccc(CC#N)cc2)c(C)c1
 : -3 | -6 | 0
71. CC(NC(=O)CC1C=CS(=O)(=O)C1)C12CC3CC(CC(C3)C1)C2 (stereo not drawn)
 : -9 | . | 7
72. CCOC(=O)c1nc2cc(C)c(C)cc2nc1N1CCN(C(=O)c2cccc(C#N)c2)CC1
 : -4 | -7 | 3
73. O=C1c2ccccc2-c2cc(=O)[nH]c3cccc1c23
 : -1 | . | -3
74. Cc1noc(C)c1CCCNC(=O)c1ccc(N2CCN3CCCC3C2)nc1 (stereo not drawn)
 : 3 | . | -2
75. CC(C)c1cc(C(=O)N2CCOC(Cc3ccccc3Cl)C2)on1 (stereo not drawn)
 : -8 | -16 | 4
76. CCSc1nnc2ccc(-c3cccnc3)nn12
 : -5 | -7 | -13
77. COc1ccc(S(=O)(=O)N2CCC(Cc3ccccc3)CC2)cc1N1CCN(C(=O)/C=C/c2ccccc2)CC1
 : -13 | -9 | 19
78. COc1cccc(-c2nnc(SCc3ccc(C(=O)O)cc3)n2-c2cccc(C)c2)c1
 : -1 | 1 | 12
79. CCCN(Cc1nnc(-c2ccco2)o1)C(=O)Cn1cnc2c1c(=O)n(C)c(=O)n2C
 : -5 | -9 | 3
80. CCOC(=O)C1(CCOc2ccccc2)CCN(C(=O)C(=O)c2ccccc2)CC1
 : -6 | . | 7

A second format for some results above:
68) CC1=NNc2nc3c(c(=O)n(Cc4cccc5ccccc45)c(=O)n3C)n2C1
  hcGAS lum = 11; mcGAS lum = .; NPYLR7 agonist = -18
72) CCOC(=O)c1nc2cc(C)c(C)cc2nc1N1CCN(C(=O)c2cccc(C#N)c2)CC1
  hcGAS lum = -4; mcGAS lum = -7; NPYLR7 agonist = 3
65) Cc1nc(CC(=O)NC2CC(=O)N(Cc3ccc(F)cc3)C2)cs1 (stereo not drawn)
  hcGAS lum = -10; mcGAS lum = -9; NPYLR7 agonist = 0
63) CCOc1ccc(OCCON=c2c(C)nc3ccccc3nc2C)cc1
  hcGAS lum = -6; mcGAS lum = .; NPYLR7 agonist = -1

Next section:
Sequence of screens – hcGAS lum | mcGAS lum | NPYLR7 agonist
81. Oc1oc(-c2ccc(Br)cc2)nc1C=Nc1nccs1
 : 5 | 2 | -10
82. O=C(CC(c1ccccc1)c1ccccc1)NCCn1nc(-c2cccs2)ccc1=O
 : -3 | -7 | -2
83. CC(CS(=O)(=O)c1ccc(F)cc1)C(=O)NCc1ccn[nH]1 (stereo not drawn)
 : -8 | . | 2
84. Cc1sc(=NC(=O)c2ccc(Cl)cc2Cl)n(CC(=O)N2CCCC2)c1C
 : -1 | 0 | .
85. COc1cccc(F)c1-c1ccc2cc[nH]c(=O)c2c1
 : -6 | -16 | 6
86. CCCN(Cc1cc(NC(=O)Nc2ccc(C(F)(F)F)cc2)ccc1N(C)C)C(=O)C(C)(C)C
 : -3 | -3 | 4
87. Cc1ccc(OCCNC(=O)c2[nH]c3c(c2C)C(=O)CCC3)c(C)c1
 : -5 | . | 2
88. CSc1nnc(SCC(=O)NC(C)C23CC4CC(CC(C4)C2)C3)s1 (stereo not drawn)
 : -11 | -2 | 8
89. O=c1[nH]cc(S(=O)(=O)NC2CC2)c(=O)[nH]1
 : -2 | -8 | -8
90. COc1ccccc1C(=O)N(Cc1ccco1)Cc1c(-c2ccccc2)noc1N(C)C(C)C
 : -6 | -5 | .
91. O=C1CCC(C(=O)N2CCS(=O)(=O)CC2)CN1Cc1cccc(F)c1 (stereo not drawn)
 : -10 | . | 6
92. O=C(CC(c1ccccc1)c1ccccc1Cl)N1CCC(N2CCCC2)CC1 (stereo not drawn)
 : -6 | . | 7
93. CCc1nccn1CC(=O)N[C@H]1C[C@@H](C(=O)OC)N(C)C1
 : -3 | -8 | 18
94. CCC(C)OC(=O)C1=C(C)NC2=C(C(=O)CC(c3ccccc3)C2)C1c1ccc([N+](=O)[O-])cc1 (stereo not drawn)
 : -4 | -7 | 9
95. CCCc1cnc(C)nc1-c1ccc(O)cc1
 : -5 | -16 | 3
96. CCOCCOc1nc(-c2ccc(OC)cc2)n(-c2ccc(NC(=O)Nc3cccc(Cl)c3)cc2)n1
 : -8 | -4 | 3
97. c1ccc(-c2cc(-c3nnc(SCc4cccc(-n5cccc5)c4)n3CC3CCCO3)c3ccccc3n2)cc1 (stereo not drawn)
 : 1 | -5 | 0
98. O=C(C1CCN(S(=O)(=O)c2ccccc2)CC1)N1CCN(Cc2ccncc2)CC1
 : -8 | -5 | 1
99. O=C1NCCCCC1Sc1nnc(-c2c[nH]c3ccccc23)n1C1CC1 (stereo not drawn)
 : -16 | . | 12
100. CCC1CN(CCNC(=O)Cn2nc3ccccc3n2)Cc2cc(OC)ccc2O1 (stereo not drawn)
 : -8 | -14 | 3
101. CS(=O)(=O)c1ccccc1S(=O)(=O)N1CCN(CCCOC(c2ccc(Cl)cc2)c2ccc(Cl)cc2)CC1
 : 6 | 0 | 1
102. O=S(=O)(c1ccc(OC(F)(F)F)cc1)N1CCCC1c1ccc[nH]1 (stereo not drawn)
 : -3 | -17 | 7
